Screening results (PubChem BioAssay)
TEAD-YAP block – TEAD-YAP interaction inhibition; HEK-TIYL cells, TEAD-Gal4/YAP UAS-luciferase luminescence; inhibition, % at 9.12 µM; actives 1.4% (n = 640,000); in the data active = inhibition above about 32%;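 note: 0% = median of test compound wells and 100% = reference inhibitor wells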
FBW7 activator – activators of human E3 ligase FBW7 | Q969H0 | AlphaScreen FBW7–phospho-cyclin E peptide binding, activator screen | normalized activity (activation), % at 26.1 µM | actives 0.13% (n = 650,000) | AID 1259310; in the data active = normalized activity above about 1.9%;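 note: purified mutant Fbw7 with reduced substrate affinity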
Target sequence (Q969H0 whole entry, looked up): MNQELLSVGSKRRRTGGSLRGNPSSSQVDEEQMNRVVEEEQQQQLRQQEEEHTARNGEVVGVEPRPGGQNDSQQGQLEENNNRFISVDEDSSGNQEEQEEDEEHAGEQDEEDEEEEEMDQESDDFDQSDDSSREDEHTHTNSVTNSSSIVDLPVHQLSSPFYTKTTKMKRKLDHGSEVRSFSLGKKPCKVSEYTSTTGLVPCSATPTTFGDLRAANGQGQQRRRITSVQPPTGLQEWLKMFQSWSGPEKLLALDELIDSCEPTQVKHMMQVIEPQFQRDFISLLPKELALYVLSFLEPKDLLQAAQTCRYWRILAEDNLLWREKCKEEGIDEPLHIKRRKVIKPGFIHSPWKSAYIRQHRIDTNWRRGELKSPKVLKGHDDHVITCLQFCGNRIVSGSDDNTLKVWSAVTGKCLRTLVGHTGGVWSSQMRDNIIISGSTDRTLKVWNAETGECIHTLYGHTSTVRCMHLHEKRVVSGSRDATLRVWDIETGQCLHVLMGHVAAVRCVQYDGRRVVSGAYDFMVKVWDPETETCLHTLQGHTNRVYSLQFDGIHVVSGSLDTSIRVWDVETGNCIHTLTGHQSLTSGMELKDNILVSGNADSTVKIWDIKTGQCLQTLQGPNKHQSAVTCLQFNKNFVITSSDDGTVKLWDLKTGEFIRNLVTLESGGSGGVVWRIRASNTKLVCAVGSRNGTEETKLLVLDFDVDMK
GPR151 ag – human GPR151 activation; actives 1% (n = 650,000); activation, % at 11.2 µM; PathHunter beta-arrestin GPR151 cells, luminescence; in the data active = activation above about 4.9%;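 note: 0% = median of compound wells and 100% = cells with positive control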
Target sequence (Q8TDV0 whole entry, looked up): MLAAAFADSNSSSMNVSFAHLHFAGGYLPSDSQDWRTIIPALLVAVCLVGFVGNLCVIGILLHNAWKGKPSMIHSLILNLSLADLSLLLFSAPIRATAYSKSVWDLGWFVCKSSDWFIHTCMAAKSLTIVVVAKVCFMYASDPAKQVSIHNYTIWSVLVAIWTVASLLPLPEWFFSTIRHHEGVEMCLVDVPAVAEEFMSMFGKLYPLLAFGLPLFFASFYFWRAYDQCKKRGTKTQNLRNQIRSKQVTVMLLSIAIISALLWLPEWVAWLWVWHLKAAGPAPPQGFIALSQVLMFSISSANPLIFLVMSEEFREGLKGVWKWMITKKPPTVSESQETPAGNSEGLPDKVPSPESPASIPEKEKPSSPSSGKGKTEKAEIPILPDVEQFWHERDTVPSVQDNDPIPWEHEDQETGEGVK
MITF primary – blocks human microphthalmia-associated transcription factor. O75030. AlphaScreen MITF homodimerization, bead proximity signal. inhibition, % at 2.6 µM. actives 0.91% (n = 650,000). AID 1259374; in the data active = inhibition above about 50%;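 note: 0% = vehicle wells with protein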
Starred values were filed as active, the others as inactive; & = joins results of further samples.

SMILES | TEAD-YAP block | FBW7 activator | GPR151 ag | MITF primary
CSC1=C(C#N)C(c2cc(Br)c(O)c(Br)c2)CC(=O)N1 (stereo not drawn) | -2 | 0.0 | -1.0 | 7
CC(NC(=O)C1CC1)c1nnc2n1CCN(Cc1cc3ccccc3[nH]1)CC2 (stereo not drawn) | -1 | 0.1 | 0.4 | 4
Cc1cc(CNC(=O)c2cnc3ccccc3n2)c(C(F)(F)F)o1 | 10 | -0.2 | 0.2 | 7
COC(=O)c1cnc(N2CCN(c3ccccc3)CC2)c2ccccc12 | -16 | 0.1 | 0.0 | -5
Cc1ccc(NC(=O)/C(=C\c2ccco2)NC(=O)c2ccc([N+](=O)[O-])cc2)cc1 | -2 | 0.0 | 1.1 | 1
O=c1[nH]n2c(-c3ccc(Cl)cc3)nc(O)c2c2ccccc12 | -7 | 0.0 | -0.2 | 1
C(=N\Nc1nn2cnnc2c2ccccc12)/c1cccnc1 | 19 | -0.1 | -2.0 | 3
Cc1ccc2nc(N3CCN(C)CC3)nc(-c3ccccc3)c2c1 | 6 | 0.2 | 1.8 | -18
O=P(CCCO)(c1ccccc1)c1ccccc1 | -3 | 0.0 | 10* | 30
O=C1CCc2cc(S(=O)(=O)Nc3ccc(OC(F)(F)F)cc3)ccc2N1 | 3 | 0.0 | 1.5 | 2
CN(C)S(=O)(=O)c1ccc2c(c1)C(CC(=O)O)NC2=O (stereo not drawn) | -2 | -0.1 | 1.4 | 9
COCCNC(=O)COc1coc(CN2CCN(c3ccccc3)CC2)cc1=O | -7 | 0.0 | 0.2 | 1
O=C1Nc2ccccc2/C1=c1/sc2n(c1=O)CN(c1ccc(F)cc1)CN=2 | 6 | 0.0 | -0.7 | -43
CCOc1cc(C(=O)Nc2sccc2C(N)=O)cc(OCC)c1OCC | 36* | 0.1 | 1.3 | 2
COc1ccc2c(c1)OC(C)CN(CCC(=O)NCc1cccc(-n3cccn3)c1)C2 (stereo not drawn) | -6 | -0.2 | 0.0 | -7
CC(C)OCCCNC(=O)c1ccc(CN2CCc3ccccc3C2)cc1 | 11 | 2.0* | 0.2 | 15
CN(C)c1nc(Oc2ccc(OCC(N)=O)nn2)nc(N(C)C)n1 | -6 | 0.0 | -0.1 | 3
Cc1cc(NC(=O)CSc2nc3[nH]ncc3c(=O)n2-c2ccc(C)c(Cl)c2)no1 | 2 | -0.2 | 0.5 | -13
O=C(CN1CCC(c2nnc(-c3ccc(F)cc3)o2)CC1)NCc1ccccc1Cl | 11 | -0.1 | -1.3 | 11
O=C(O)CN1C(=O)/C(=C/c2cccc(Br)c2)SC1=S | -7 | -0.1 | 4.3 | 2
CC1CN(C2=NC(=O)/C(=C\c3cn[nH]c3-c3ccccc3)S2)CC(C)O1 (stereo not drawn) | 0 | -0.2 | 4.7 | 4
CCc1nnc(NC(=O)c2cccc([N+](=O)[O-])c2)s1 | -7 | 0.1 | -0.3 | 20
O=C1CC2(CCCC2)CC(=O)N1Cc1ccccn1 | 10 | 0.0 | -1.2 | -19
Cc1noc(C)c1S(=O)(=O)N1CCCC(C(=O)NCCC2=CCCCC2)C1 (stereo not drawn) | -6 | -0.3 | 1.6 | 3
O=C(c1cn(-c2ccccc2)nc1-c1ccccc1)N1CCOCC1 | -6 | 0.0 | -0.9 | -17
COc1ccc(OCC(=O)N/N=C/c2cc3c(cc2Br)OCO3)cc1 | 0 | -0.1 | 1.2 | 3
COc1ccc(C(=O)Nc2ccc(Cl)c([N+](=O)[O-])c2)cc1I | -6 | 0.0 | -0.8 | 7
CCCNC(=O)c1nn2c(C(F)(F)F)cc(-c3ccc(OC)cc3)nc2c1Cl | -5 | 0.0 | 0.7 | 4
O=c1/c(=C/c2cccc3ccccc23)sc2ncnn12 | 4 | -0.1 | -1.1 | -7
O=c1cc(CCl)[nH]c2nc3ccccc3n12 | 1 | 0.0 | -0.5 | 6
Cc1ccc(C2CC(C(F)(F)F)n3ncc(C(=O)Nc4ccc(C)c(C)c4)c3N2)cc1 (stereo not drawn) | -3 | 0.2 | 2.9 | -16
CCCCCn1c(SCC(=O)C(C)(C)C)nc2cc(C(=O)N3CCCC3)ccc2c1=O | -2 | 0.1 | -1.7 | -2
CN(Cc1ccccn1)C(=O)CC1C(=O)NCCN1CC(c1ccccc1)c1ccccc1 (stereo not drawn) | 2 | -0.1 | 0.0 | 11
Cc1ccc(N2C(=O)CC(N3CCN(c4ccccc4F)CC3)C2=O)cc1 (stereo not drawn) | -13 | 0.1 | 2.7 | 1
CCN(CC)c1nc(NCc2cccnc2)nc(Nc2ccncn2)n1 | -16 | -0.2 | 0.3 | -6
C=C(C)CSc1nnc2n(-c3ccc(C)cc3)c(=O)c3c4c(sc3n12)CCCCC4 | 3 | 0.1 | -0.2 | 15
CCOC(=O)C1CCCCN1S(=O)(=O)c1ccc(Br)s1 (stereo not drawn) | 5 | -0.1 | 0.4 | 6
CCOc1ccc(-c2nc3cc(NC(=O)c4cccc(C)c4)ccc3o2)cc1 | 4 | -0.1 | 1.5 | -9
COC(=O)c1ccc(C(=O)OC)c(NC(=O)COc2cccc3c2OC(C)(C)C3)c1 | -2 | 0.6 | 0.6 | 14
Cc1cc2c(cc1C)CSC(c1c(O)ccc3cc(Br)ccc13)SC2 | 3 | 0.0 | -0.2 | 0
CCN1CCN(c2nnc(-c3ccc(C)cc3)c3ccccc23)CC1 | 9 | -0.1 | -0.9 | -7
CCOCCn1cnc2sc(C(=O)Nc3ccc(C)cc3Br)c(C)c2c1=O | 7 | 0.0 | 0.7 | 10
CCOc1cc2c(cc1OCC)C(c1cccc(F)c1)NCC2 (stereo not drawn) | -1 | 0.0 | 0.2 | 1
CCOc1cccc(-c2nc3cc(OC)c(OC)cc3c(=O)o2)c1 | -2 | 0.3 | -0.4 | 16
CN(C)CCCO[C@H]1[C@@H](C(O)CO)OC2OC(C)(C)O[C@@H]21 (stereo partly drawn) | -7 | 0.0 | 0.6 | 5
COC(=O)c1ccc(N2CCOCC2)c([N+](=O)[O-])c1 | 2 | 0.6 | -0.3 | 10
COc1ccccc1NC(=O)c1cc(S(=O)(=O)NC2CCCC2)ccc1F | -8 | -0.1 | -0.2 | -4
N#C/C(=C\c1ccc(-c2ccc([N+](=O)[O-])cc2)o1)C(=O)Nc1ccc([N+](=O)[O-])cc1O | 1 | 0.2 | 1.1 | -5
C=CCOc1c(I)cc(/C=C2\SC(=O)N(C)C2=O)cc1OCC | -9 | -0.1 | 1.8 | 7
CCOc1cc(C)c(/C=C2\SC(=O)N(CC(=O)N3CCOCC3)C2=O)cc1C(C)C | -4 | -0.1 | 0.3 | 4

Next section:
SMILES | TEAD-YAP block | FBW7 activator | GPR151 ag | MITF primary
COc1ccc(C2CC(C(F)(F)F)n3ncc(C(=O)NCCc4ccccc4)c3N2)cc1 (stereo not drawn) | -9 | -0.1 | 0.1 | 2
CN(C)C1=C/C(=N/S(=O)(=O)c2ccccc2)c2ccccc2C1=O | 90* | -0.3 | 1.7 | 59*
Cc1nc(N2CCN(C)CC2)c2c(C)c(C(=O)Nc3cc(C)on3)sc2n1 | 3 | 0.1 | 1.7 | 1
O=CNCCc1c[nH]c2ccccc12 | 7 | 0.2 | -0.5 | -5
Cc1nc(N2CCN(C)CC2)c2c(C)c(C(=O)NCCN(C)C)sc2n1 | -6 | 0.1 | -1.3 | -3
CCC(C)NC(=O)c1sc2nc3cc(C)ccc3cc2c1N (stereo not drawn) | -4 | -0.3 | -0.3 | 3
Cc1cc(C)nc(Nc2ccc(OC(C)C)cc2)n1 | -8 | 0.3 | 0.9 | 16
CCOc1ccnc(SCC(=O)CC(=O)c2ccccc2)c1C#N | 0 | -0.1 | -1.7 | -18
CCOc1cc(-c2cnoc2N)cc(OCC)c1OCC | 10 | 0.1 | 2.4 | 0
Cc1ccc(NC(=O)CCn2cnc3c(cnn3C(C)(C)C)c2=O)cc1F | -1 | 0.7 | -0.7 | 13
CC(CNc1nc2ccccc2c2nc(-c3cccnc3)nn12)c1ccccc1 (stereo not drawn) | 4 | 0.1 | -0.1 | 17
Cc1[nH]c2ccc(Br)cc2c1CCNC(=O)CCCCCN1C(=O)c2ccccc2C1=O | 17 | -0.1 | 0.7 | 4
O=C(c1ccc(Sc2nnc(Cc3ccccc3)n2-c2ccccc2)c([N+](=O)[O-])c1)N1CCCC1 | 2 | -0.1 | 2.9 | -2
COc1ccccc1CNC(=O)C(=O)NC(C)C(c1cccs1)N1CCN(C)CC1 (stereo not drawn) | 1 | 0.1 | -0.2 | 4
CN(C(=O)C(Cl)Cl)c1ccc(OC(=O)c2ccco2)cc1 | 12 | -0.1&-0.1 | 2.0&-0.5 | 15&8
COc1ccccc1CN1CCN(c2cccc3c2C(=O)N(CC2CCCO2)C3=O)CC1 (stereo not drawn) | -6 | 0.0 | 4.1 | 6
COC(=O)C1=CN(Cc2ccc(OC)c(OC)c2)C=C(C(=O)OC)C1c1cccc(Cl)c1 | -28 | 0.5 | -2.0 | -13
CC1=C(C(=O)OC(C)C)C(c2ccccc2F)NC(=O)N1C (stereo not drawn) | -4 | 0.4 | -0.8 | 17
O=C1CCCC2=C1C(c1ccccn1)c1c(ccc3ncccc13)N2 (stereo not drawn) | -6 | 0.0 | 0.4 | -8
COc1ccc(OC)c(-c2noc(N3CCN(c4cccc(C(F)(F)F)c4)CC3)n2)c1 | -2 | -0.3 | 1.1 | -10
CS(=O)(=O)c1ccc2nc(NS(=O)(=O)c3ccc(F)cc3)sc2c1 | -3 | 0.2 | 1.5 | 0
CCCSCCCNC(=O)CC1Oc2ccc(C)cc2NC1=O (stereo not drawn) | 2 | 0.3 | -2.3 | 16
O=C(C(=O)N1CCN(c2ccc(F)cc2)CC1)c1c[nH]c2ccccc12 | -6 | 0.0 | 2.2 | 13
CC(NC(=O)Cn1ccsc1=N)C12CC3CC(CC(C3)C1)C2 (stereo not drawn) | 2 | -0.2 | 0.3 | 3
CC(C)N1C(=O)C2ON(c3ccccc3)C(c3ccc([N+](=O)[O-])cc3)C2C1=O (stereo not drawn) | 2 | 0.0 | 0.6 | -3
Cc1cc(C)c2nc(NC(=O)c3ccc(S(=O)(=O)N(C)c4ccccc4)cc3)sc2c1 | -5 | -0.1 | -0.4 | -4
CC(C)COC(=O)n1c(=O)oc2ccc(S(=O)(=O)N3CCCCC3)cc21 | 0 | 0.5 | -0.5 | 15
O=C(CS(=O)(=O)Cc1ccccc1)Nc1ccccc1C(=O)N1CCOCC1 | 0 | 0.4 | 0.7 | 9
Cc1ccc(C)c(Oc2ncnc(N)c2[N+](=O)[O-])c1 | 9 | -0.1 | 0.8 | 2
CCOC(=O)c1cnc(SC)nc1NC(=O)Nc1ccc(CC)cc1 | 2 | 0.6 | -1.1 | 1

Copied from the listing for reference:
SMILES | TEAD-YAP block | FBW7 activator | GPR151 ag | MITF primary
CN(C(=O)C(Cl)Cl)c1ccc(OC(=O)c2ccco2)cc1 | 12 | -0.1&-0.1 | 2.0&-0.5 | 15&8
COc1ccccc1CN1CCN(c2cccc3c2C(=O)N(CC2CCCO2)C3=O)CC1 (stereo not drawn) | -6 | 0.0 | 4.1 | 6
COC(=O)C1=CN(Cc2ccc(OC)c(OC)c2)C=C(C(=O)OC)C1c1cccc(Cl)c1 | -28 | 0.5 | -2.0 | -13
CC1=C(C(=O)OC(C)C)C(c2ccccc2F)NC(=O)N1C (stereo not drawn) | -4 | 0.4 | -0.8 | 17
O=C1CCCC2=C1C(c1ccccn1)c1c(ccc3ncccc13)N2 (stereo not drawn) | -6 | 0.0 | 0.4 | -8
COc1ccc(OC)c(-c2noc(N3CCN(c4cccc(C(F)(F)F)c4)CC3)n2)c1 | -2 | -0.3 | 1.1 | -10
CS(=O)(=O)c1ccc2nc(NS(=O)(=O)c3ccc(F)cc3)sc2c1 | -3 | 0.2 | 1.5 | 0
CCCSCCCNC(=O)CC1Oc2ccc(C)cc2NC1=O (stereo not drawn) | 2 | 0.3 | -2.3 | 16
O=C(C(=O)N1CCN(c2ccc(F)cc2)CC1)c1c[nH]c2ccccc12 | -6 | 0.0 | 2.2 | 13
CC(NC(=O)Cn1ccsc1=N)C12CC3CC(CC(C3)C1)C2 (stereo not drawn) | 2 | -0.2 | 0.3 | 3
CC(C)N1C(=O)C2ON(c3ccccc3)C(c3ccc([N+](=O)[O-])cc3)C2C1=O (stereo not drawn) | 2 | 0.0 | 0.6 | -3
Cc1cc(C)c2nc(NC(=O)c3ccc(S(=O)(=O)N(C)c4ccccc4)cc3)sc2c1 | -5 | -0.1 | -0.4 | -4
CC(C)COC(=O)n1c(=O)oc2ccc(S(=O)(=O)N3CCCCC3)cc21 | 0 | 0.5 | -0.5 | 15

Additional records
SMILES | TEAD-YAP block | FBW7 activator | GPR151 ag | MITF primary
CC1CCCC(NC(=O)C2N(C3CCCCC3)C(=O)C3C(C(=O)Nc4cc(Cl)cc(Cl)c4)C4C=CC32O4)C1C (stereo not drawn) | 1 | 0.0 | 2.2 | -8
CCC(Sc1nc2ccsc2c(=O)n1C1CCCCC1)C(=O)Nc1ccc2c(c1)OCO2 (stereo not drawn) | 6 | -0.1 | 4.2 | 9
CC(C)CN1CCN(Cc2cn(C)c3ccccc23)CC1CCO (stereo not drawn) | 3 | -0.1 | -0.8 | -5
CC(C)(C)C(C)(C)Cc1ccc(O)c(CN2CCN(c3ccccc3)CC2)c1 | 1 | 0.0 | 1.0 | 7
COC(=O)C1CCN(Cc2ccc3c(c2)CN(C(=O)C2CC24CCCCC4)CCO3)CC1 (stereo not drawn) | -27 | -0.1 | 1.9 | -1
CCn1c2ccccc2c2cc(NC(=O)COc3cc(=O)n(C)c4ccccc34)ccc21 | -13 | 0.1 | -0.9 | 6
O=C(O)CSc1nc2ccccc2n1Cc1ccccc1 | 0 | 0.0 | -1.1 | -7
O=[N+]([O-])c1ccc(S(=O)(=O)Nc2ccc3c4c(cccc24)CC3)cc1 | 1 | -0.2 | 1.1 | 1
